# Screens as filed in PubChem.
# EBV gp42 block – EBV gp42 inhibition; Q1HVG2; Fluorescence polarization binding assay, mP read-out; inhibition, % (tested at 21.74 µM); 220,000 compounds, 0.42% hits; in the data active = inhibition above about 50%
# Target sequence (Q1HVG2 whole entry, looked up): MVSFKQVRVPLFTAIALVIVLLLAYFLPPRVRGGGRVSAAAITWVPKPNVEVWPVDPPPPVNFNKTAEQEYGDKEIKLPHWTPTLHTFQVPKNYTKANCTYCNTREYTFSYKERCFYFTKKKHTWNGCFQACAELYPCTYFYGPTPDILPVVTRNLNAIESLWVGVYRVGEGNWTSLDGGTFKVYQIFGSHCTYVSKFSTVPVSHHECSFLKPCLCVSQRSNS
# Runt-SMMHC FRET – blocks binding of human RUNX1 Runt domain to CBFb-SMMHC; Q01196+Q13951; Cerulean-Runt/Venus-CBFb-SMMHC FRET ratio 530/480, 1 h; inhibition, % at 20 µM; 220,000 compounds, 0.74% hits;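 active = mean inhibition across duplicate retests at 20 µM reaching about 50%, limit read from the data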;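 note: 0% = DMSO wells and 100% = wells with excess untagged CBFb-SMMHC; inhibitors lower the FRET ratio by blocking Runt binding to CBFb-SMMHC; some results filed as inactive read as strong as hits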
# 14-3-3 Bad inh – disrupts binding of bovine 14-3-3 zeta to phospho-Bad peptide; P63103; TR-FRET 14-3-3zeta/Dy647-pBad peptide displacement, 1 h; inhibition, % at 21.7 µM; 220,000 compounds, 0.71% hits;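 active = inhibition above about 70%, limit read from the data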;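 note: 0% = full 14-3-3 plus peptide FRET controls and 100% = background without 14-3-3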
# Target sequence (P63103 whole entry, looked up): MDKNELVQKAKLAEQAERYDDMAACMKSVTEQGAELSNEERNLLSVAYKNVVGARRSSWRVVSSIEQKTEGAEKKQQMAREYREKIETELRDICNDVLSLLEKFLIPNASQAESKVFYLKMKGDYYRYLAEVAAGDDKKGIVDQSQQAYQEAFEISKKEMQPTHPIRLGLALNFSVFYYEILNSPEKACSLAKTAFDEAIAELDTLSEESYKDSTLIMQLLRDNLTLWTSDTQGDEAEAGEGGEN
# TbHK1 inh – T. brucei hexokinase 1 inhibition; recombinant TbHK1, G6PDH-coupled NADH A340; inhibition, % at 10 µM; 220,000 compounds, 0.11% hits; AID 1430;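 active = inhibition of 50% or more in the single-dose primary screen; inactive = inhibition below 50%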
# MDM2 E3 inh – inhibitors of human Mdm2 E3 ubiquitin ligase | signal enhancement, % at 5 µM | AID 1230 | 210,000 compounds, 0.11% hits | cell-based MDM2 ubiquitination luciferase reporter, 2 h; 0 = plate control, 100 = twice control, blank-subtracted | Q00987;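 active = signal enhancement of 30% or more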;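 note: luminescence tracks abundance of the self-degrading MDM2-luciferase fusion protein; higher signal means inhibition of MDM2 E3 ligase activity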
#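 Test system: mammalian cells stably expressing self-ubiquitinating, self-degrading MDM2 E3–luciferase fusion; Amount: 2000 cells in each well; Medium: DMEM; Schedule: 4 h settle plus 2 h compound, 37 °C; Technique: SteadyLite luciferase luminescence after 15 min room-temperature reagent incubation; Benchmarks: plate control and blank wells.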
# L929 necroptosis – L929 zVAD cell death inhibition. 220,000 compounds, 0.38% hits. viability rescue, % at 10 µM. L929 zVAD necroptosis rescue, ATP luminescence, 24 h; with zVAD 60 µM;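 active = activation, scaled between plate controls, above about 75%, limit read from the data; inactive = activation under that limit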;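 note: 0% = zVAD with DMSO and 100% = DMSO alone without zVAD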
# Runt-CBFb FRET – inhibitors of human RUNX1 Runt domain binding to CBFb; Q01196+Q13951; Cerulean-Runt/Venus-CBFb FRET ratio 530/480, 1 h; inhibition, % at 20 µM; 220,000 compounds, 0.46% hits;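 active = inhibition over about 50% at 20 µM in the single-dose screen, limit read from the data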;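 note: 0% = DMSO wells and 100% = excess unlabeled CBFb competitor control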
#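 Assay system: Cerulean-Runt domain / Medium: Tris 50 mM pH 7.5, KCl, K2SO4, 0.01% BSA / Timing: protein complex preformed 1 h, compound exposure 1 h, room temperature, dark / Measured by: FRET, excitation 422 nm, emission at 530 and 480 nm / Evaluation: loss of energy transfer signal / Control set: 5 µM unlabeled CBFb as full-inhibition high control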
# NCF1 inh – p47phox (human) inhibition. P14598. p47phox/p22phox peptide binding, fluorescence polarization, 2 h. inhibition, % at 24.7 µM. 220,000 compounds, 0.53% hits;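 active = inhibition above about 30%, limit read from the data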;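 note: 0% = p47phox with labelled peptide and 100% = labelled peptide alone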
# Hck-Nef inh – human Hck-Nef kinase inhibition; P08631; Recombinant Hck-YEEI plus Nef, Z-Lyte FRET kinase assay; 220,000 compounds, 0.68% hits; inhibition, % at 20 µM;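 active = Hck-Nef kinase inhibition above about 50%, limit read from the data; inactive = inhibition below that limit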;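 note: 0% = DMSO with Hck plus Nef and 100% = Hck alone without Nef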
# Target sequence (P08631 whole entry, looked up): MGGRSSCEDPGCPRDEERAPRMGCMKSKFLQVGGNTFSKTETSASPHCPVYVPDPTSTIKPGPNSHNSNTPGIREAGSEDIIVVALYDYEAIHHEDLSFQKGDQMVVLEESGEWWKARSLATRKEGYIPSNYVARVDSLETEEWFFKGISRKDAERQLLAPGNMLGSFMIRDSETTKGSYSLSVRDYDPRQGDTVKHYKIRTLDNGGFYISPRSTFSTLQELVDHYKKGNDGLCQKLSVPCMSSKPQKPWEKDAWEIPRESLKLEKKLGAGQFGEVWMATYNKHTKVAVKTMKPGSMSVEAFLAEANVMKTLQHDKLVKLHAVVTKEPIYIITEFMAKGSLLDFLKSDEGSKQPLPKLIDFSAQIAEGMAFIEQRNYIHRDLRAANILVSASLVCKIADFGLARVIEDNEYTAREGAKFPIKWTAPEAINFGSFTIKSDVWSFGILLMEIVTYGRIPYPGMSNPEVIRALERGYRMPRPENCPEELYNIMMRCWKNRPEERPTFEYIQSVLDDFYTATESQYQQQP
# Starred values were filed as active, the others as inactive; · = not tested or not shown; [ ] = remark or other dose.
# Start of the listing, in advance (13 entries):
SMILES,EBV gp42 block,Runt-SMMHC FRET,14-3-3 Bad inh,TbHK1 inh,MDM2 E3 inh,L929 necroptosis,Runt-CBFb FRET,NCF1 inh,Hck-Nef inh
CCS(=O)(=O)c1ccc2oc(Nc3ccc(OC)cc3)nc2c1,-13,0,-14,-4,-4,2.6,-1,8,24
COC(=O)c1nc2n(n1)C(c1cc(OC)ccc1OC)C(C(=O)OC1CCCCC1)=C(C)N2 (centres undefined),7,0,-1,-25,-20,-0.5,-6,-2,0
C=CCn1c(NCCO)nc2c1c(=O)n(C)c(=O)n2C,-12,-4,-15,2,-9,0.6,-4,0,0
COC(=O)COc1ccccc1C(N)=O,-25,1,-9[fluorescence artefact?],-1,-6,0.1,0,-11,-2
CCN1CCCC1Cn1cnc2c([nH]c3cccc(Cl)c32)c1=O (centres undefined),-18,1,-15,33,-4,0.6,-1,-10,5
COc1c2c(nc3ccccc13)OC(C(C)(O)COC(C)=O)C2 (centres undefined),-7,-5,-10,3,-8,-0.3,38,-2,-1
CN(C)C(=O)N1CCC(C(=O)NCc2ccc3c(c2)OCO3)CC1,-4,-1,10[fluorescence artefact?],-5,2,-0.1,2,-4,1
Cc1cc(Br)ccc1SCC(=O)OCC(=O)Nc1ncc(C(F)(F)F)cc1Cl,-7,-9,-25,36,2,0.6,-8,-2,1
Cc1sc(NC(=O)c2ccco2)c(C(c2cccnc2)N2CCN(c3ccc(F)cc3)CC2)c1C (centres undefined),-2,2,1,-24,-13,-1.7,-2,-7,-2
CCc1ccccc1NC(=O)c1ccc(-n2c(C)ccc2C)cc1,-10,-3,-12,-4,-17,1.1,-2,-60,0
COc1ccc(-c2cc(=Nc3c(C)n(C)n(-c4ccccc4)c3=O)c3ccccc3o2)cc1,7,-3,-1,-10,-89,-1.6,-1,-8,-32
O=C(Nc1ccc(OC(=O)c2ccco2)cc1)c1ccco1,-5,0,-12,2,-21,-0.1,-3,-3,16
CCc1nnc(NC(=O)CSc2nnc3c(n2)[nH]c2ccccc23)s1,-4,0,-19,-4,-13,0.1,0,-9,20

# This part in full (from the top)
SMILES,EBV gp42 block,Runt-SMMHC FRET,14-3-3 Bad inh,TbHK1 inh,MDM2 E3 inh,L929 necroptosis,Runt-CBFb FRET,NCF1 inh,Hck-Nef inh
CCS(=O)(=O)c1ccc2oc(Nc3ccc(OC)cc3)nc2c1,-13,0,-14,-4,-4,2.6,-1,8,24
COC(=O)c1nc2n(n1)C(c1cc(OC)ccc1OC)C(C(=O)OC1CCCCC1)=C(C)N2 (centres undefined),7,0,-1,-25,-20,-0.5,-6,-2,0
C=CCn1c(NCCO)nc2c1c(=O)n(C)c(=O)n2C,-12,-4,-15,2,-9,0.6,-4,0,0
COC(=O)COc1ccccc1C(N)=O,-25,1,-9[fluorescence artefact?],-1,-6,0.1,0,-11,-2
CCN1CCCC1Cn1cnc2c([nH]c3cccc(Cl)c32)c1=O (centres undefined),-18,1,-15,33,-4,0.6,-1,-10,5
COc1c2c(nc3ccccc13)OC(C(C)(O)COC(C)=O)C2 (centres undefined),-7,-5,-10,3,-8,-0.3,38,-2,-1
CN(C)C(=O)N1CCC(C(=O)NCc2ccc3c(c2)OCO3)CC1,-4,-1,10[fluorescence artefact?],-5,2,-0.1,2,-4,1
Cc1cc(Br)ccc1SCC(=O)OCC(=O)Nc1ncc(C(F)(F)F)cc1Cl,-7,-9,-25,36,2,0.6,-8,-2,1
Cc1sc(NC(=O)c2ccco2)c(C(c2cccnc2)N2CCN(c3ccc(F)cc3)CC2)c1C (centres undefined),-2,2,1,-24,-13,-1.7,-2,-7,-2
CCc1ccccc1NC(=O)c1ccc(-n2c(C)ccc2C)cc1,-10,-3,-12,-4,-17,1.1,-2,-60,0
COc1ccc(-c2cc(=Nc3c(C)n(C)n(-c4ccccc4)c3=O)c3ccccc3o2)cc1,7,-3,-1,-10,-89,-1.6,-1,-8,-32
O=C(Nc1ccc(OC(=O)c2ccco2)cc1)c1ccco1,-5,0,-12,2,-21,-0.1,-3,-3,16
CCc1nnc(NC(=O)CSc2nnc3c(n2)[nH]c2ccccc23)s1,-4,0,-19,-4,-13,0.1,0,-9,20
O=C(COC(=O)c1ccc(CNS(=O)(=O)c2ccc(F)c(Cl)c2)cc1)NCC1CCCCC1,-26,-4,-2[fluorescence artefact?],-3,-7,0.1,-3,-14,2
Cc1ccc(OCc2nc3c4c(ncn3n2)-c2ccccc2CC42CCCC2)cc1,-18,3,0[fluorescence artefact?],-4,-11,1.6,1,-6,3
CN(C)C(=O)CSc1nnc(Cc2ccccc2)n1CC1CCCO1 (centres undefined),-6,3,-3,-7,-23,1.0,2,2,14
Cc1[nH]ccc(=O)c1OCc1c(F)cccc1Cl,-11,-5,-7,-1,-6,2.9,-16,0,-13
COc1cccc(/C(O)=C2\C(=O)C(=O)N(c3ccccn3)C2c2cccc(OC)c2OC)c1 (centres undefined),-3,-16,53,-16,-19,1.4,-2,-3,0
COc1ccccc1CNC(=O)C1CCN(S(=O)(=O)N2CCCCC2)CC1,-2,2,13,-1,-10,1.4,-1,-11,0
CCc1c(C(=O)NCc2cnn(C)c2)csc1C,-3,-4,12,7,-9,0.2,-2,-3,14
Cc1cc(=O)[nH]c2c1c(C)nn2C1CCCCC1,2,0,-10,-10,-15,-0.2,1,-5,2
CCOCCn1c(N2CCN(c3ccc(OC)cc3)CC2)nc2c1c(=O)[nH]c(=O)n2C,-14,-3,7[fluorescence artefact?],5,-11,-0.2,0,-11,0
O=C(CNC(=O)c1ccccc1)OCc1ccc([N+](=O)[O-])cc1,1,-2,3,13,10,0.8,2,-13,6
COc1cc(CSC)nc(-c2ccccc2)n1,-6,1,11,10,12,1.7,0,-4,13
COc1ccc(NC(=S)N2CCC(C(O)(c3ccccc3)c3ccccc3)CC2)cc1,7,1,5,13,-6,-0.4,2,-14,0
C=CCNC(=O)c1ccc(C)c(Br)c1,-14,-8,6[fluorescence artefact?],-1,0,-1.0,2,-7,9
Cc1n[nH]c(C)c1N1C(=O)c2cccc3c(N4CCCCCC4)ccc(c23)C1=O,193*,-180,-14[fluorescence artefact?],2,-15,-0.3,-294,7,-6
CCC(CC)NCc1ccc(OC)cc1OC,-14,-2,0,-4,-1,-0.4,0,-10,2
O=[N+]([O-])c1cc(S(=O)(=O)NCCCN2CCOCC2)ccc1Cl,-1,-4,0,22,5,-0.8,0,-10,4
O=C(/C=C/c1ccc(Cl)c(Cl)c1)n1cccn1,-11,-2,17,0,24,0.1,1,1,1
COC(=O)CCN(C1CCCCC1)S(=O)(=O)c1ccc(S(=O)(=O)NC2CCCCC2)cc1,7,-1,4,-2,-10,0.5,-1,-5,-1
Nn1c(=S)[nH]nc(Cc2ccc(O)cc2)c1=O,3,-4,-8,-12,5,0.7,-1,-3,1
CCOC(=O)c1ccc(CNC(=O)Cn2nnc(-c3ccc(C)cc3)n2)o1,-18,2,-5,-1,-12,1.2,-1,-22,1
O=C(Cn1c(-c2ccccc2)c[n+]2ccsc12)c1ccc(Br)cc1,-15,1,-11,5,-4,-0.2,-1,-7,19
Cc1ccc2c(c1)c1c(n2CC(O)Cn2c(C)nc3ccccc32)C(=O)CCC1 (centres undefined),5,-2,0,-18,-5,0.4,0,-2,-1
Cc1ccc(NC(=O)CCN2C(=O)CSC2=O)c(C)c1,-10,9,-2,5,-10,-0.2,1,-8,6
COCCNC(=O)C(=O)N/N=C(\C)CC(=O)Nc1ccc(Cl)cc1Cl,-3,3,-1,-3,11,0.4,1,8,2
COc1ccc(F)cc1C(=O)C1CCCN(Cc2cccn2-c2cccnc2)C1 (centres undefined),-2,-3,-4,-20,-18,-0.5,-1,0,11
C/C(=N\NC(=O)Cc1csc(N2CCOCC2)n1)c1ccc(Cl)c(Cl)c1,-1,-5,3,-3,-11,0.0,-31,-5,-3
COc1ccc(-c2csc(-c3cccs3)n2)cc1OC,-2,-2,-9,-4,-5,2.9,0,-16,6
OCCSc1nc(N2CCOCC2)nc(N2CCOCC2)n1,4,2,-4,2,-19,-0.3,0,-2,2
COc1ccc2c(C)cc(SCC(=O)N3CCOCC3)nc2c1,-18,-26,-3,-27,-5,1.8,-4,-8,1
COc1ccc(CCNC(=O)C23CCC(C)(C(=O)C2Br)C3(C)C)cc1OC (centres undefined),-17,-8,3,-4,-19,0.2,-1,-5,2
CC1CCN(c2nc(-c3ccccc3)cc(C(F)(F)F)n2)CC1,0,-3,9,0,2,-0.8,-1,-8,0
COCCNC(=O)COC(=O)c1cc(-c2ccc(OC)cc2)nc2ccccc12,0,-3,12,-5,-16,-2.0,-5,-12,-5
CC1=C(C(=O)N2CCN(C(=O)c3ccco3)CC2)C2(CCC(C)CC2)OC1=O (centres undefined),-12,0,2[fluorescence artefact?],2,-15,-0.2,·,-4,19
COc1ccccc1-c1coc2cc(OC(=O)N3CCOCC3)ccc2c1=O,-20,-2,8,-7,-13,-0.1,2,-6,15
CCOC(=O)c1ccc(N=C2NC(=O)CS2)cc1,-20,0,0,-10,13,0.8,0,-12,-1
COc1ccc(S(=O)(=O)N2CCN(c3c(C)cccc3C)CC2)cc1OC,-8,-1,4,-16,-10,-0.1,1,-6,0
CCOC(=O)c1nsnc1NCCSC(=N)N,7,-3,-14,-23,-4,1.6,0,-4,0
Cn1ncc(Br)c1N1C(=O)CCC1=O,-9,-4,-1,9,-11,0.4,-1,-4,-3
Cc1ccccc1NC(=O)Cn1nnc(C(=O)NCc2ccco2)c1N,-1,1,1,4,-4,0.5,0,1,-8
NNC(=O)c1cc(-c2cccs2)nc2ccccc12,-12,-4,-7,-36,-13,1.9,-1,-16,2
Cc1c(-c2n[nH]c(=S)n2-c2ccc(C(F)(F)F)cc2)nnn1-c1ccccc1,-11,16,-19,-4,12,-0.1,7,-2,5
O=C(NC(=S)NCc1cccnc1)c1ccccc1,-16,1,2,4,0,0.8,-1,-1,5
CCCCN1CCc2c([nH]c3c(C)cccc23)C1=O,6,-3,0[fluorescence artefact?],5,-6,13,-1,9,-1
CCOC(=O)C1(CCCc2ccccc2)CCN(C(=O)CN2CCOC2=O)CC1,-5,-4,-7,0,-2,-1.2,-3,8,2
COc1ccccc1C(=O)CSc1ccccn1,-4,-5,2,-4,-4,-0.2,-2,0,4
CC(C)NC(=O)c1ccc(-c2ccc(Cl)c(C(F)(F)F)c2)o1,-6,-4,-1,-3,-12,0.3,-8,-8,4
Cc1c(C=C2C(=O)c3ccccc3C2=O)cc(C#N)n1C,-4,-24,-9,-17,-3,0.3,-6,-10,11
Clc1ccccc1-c1cc(COc2ccc3ccccc3c2)no1,-12,-5,0,3,-11,0.0,0,-6,-1
Cn1cccc1Cc1nnc(SCC(=O)NCc2ccco2)n1-c1ccc(F)cc1,-4,-7,-4,27,-11,-0.3,6,-19,-1
